Gli-Sufu antag – Gli-Sufu pathway antagonists, primary screen, luciferase luminescence, Sufu-KO-LIGHT cells, uHTS. Sufu-KO-LIGHT fibroblasts, Gli luciferase reporter luminescence. inhibition, % at 5 µM. AID 588413, 2011. hit rate 0.74% among 340,000;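 active = inhibition above about 55%, limit read from the data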;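 also: 0% = DMSO-treated cells and 100% = wells with medium but no cells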
697 NFkB inh – inhibitors of PMA/ionomycin-induced NF-kB reporter, 697 cells, primary screen, B-cell NF-kB inhibitor project, cell-based, luminescence, uHTS. 697 B-cell NF-kB luciferase reporter, 16 h. inhibition, % at 4 µM. hit rate 0.33% among 330,000. AID 435022, 2010; in the data active = inhibition above about 35%
APJ antagonist – antagonists of human apelin receptor APJ, primary screen, CHO-K1 cells, beta-arrestin complementation, luminescence; AID 2521, 2010; inhibition, % at 20 µM; hit rate 0.32% among 330,000; P35414;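 active = inhibition above about 40% at 20 µM, limit read from the data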;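 also: cells challenged with 10 nM apelin-13 agonist together with compound; plate controls were apelin-13 plus DMSO wells for no effect and DMSO wells lacking apelin-13 for full effect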
Jurkat NFkB inh – inhibitors of induced NF-kB luciferase reporter, primary screen, TCR NF-kB activation inhibitor project, cell-based, luminescence, uHTS. Jurkat, PMA/ionomycin-induced NF-kB luciferase reporter. inhibition, % at 4 µM. hit rate 0.53% among 330,000. AID 435003, 2010; in the data active = inhibition above about 50%
CCR6 antag – CCR6 receptor antagonists, primary screen, cell-based, CHO-K1, luminescence, beta-arrestin, uHTS; CHO-K1 CCR6 PathHunter beta-arrestin, CCL20-stimulated; C-C chemokine receptor type 6 (Homo sapiens), P51684; inhibition, % at 20 µM; AID 493098, 2011; hit rate 0.49% among 340,000;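 active = compounds whose inhibition of the agonist-driven luminescence signal at 20 µM reaches about 50%, limit read from the data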;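 also: cells stimulated with CCL20 at 14 nM final; plate controls were DMSO with CCL20 for no effect and DMSO without agonist for full effect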
CXCR6 inh – CXCR6 receptor inhibitors, primary screen, cell-based, beta-arrestin, luminescence, CHO-K1 PathHunter, 1536-well | C-X-C chemokine receptor type 6 (Homo sapiens), O00574 | inhibition, % at 20 µM | AID 602244, 2012 | hit rate 0.36% among 360,000; in the data active = inhibition above about 34%, passing the limit was not always enough;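 also: antagonist mode with CXCL16 agonist at 10 nM final; 0% = 10 nM CXCL16 with DMSO and 100% = unstimulated wells without agonist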
Target sequence (O00574 whole entry, looked up): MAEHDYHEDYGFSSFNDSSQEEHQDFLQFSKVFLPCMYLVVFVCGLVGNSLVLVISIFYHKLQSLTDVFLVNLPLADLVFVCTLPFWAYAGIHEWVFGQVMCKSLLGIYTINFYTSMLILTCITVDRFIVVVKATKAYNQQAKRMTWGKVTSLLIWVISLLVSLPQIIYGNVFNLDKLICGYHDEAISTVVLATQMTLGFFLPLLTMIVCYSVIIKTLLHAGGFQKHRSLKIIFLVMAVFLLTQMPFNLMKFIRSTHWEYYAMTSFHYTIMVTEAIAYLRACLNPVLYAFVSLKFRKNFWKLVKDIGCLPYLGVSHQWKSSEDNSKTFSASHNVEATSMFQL
EBI2 antag – EBI2 receptor antagonists, beta-arrestin recruitment, primary screen, cell-based, luminescence, 7a,25-OHC stimulation, uHTS | 7a,25-OHC stimulated | hit rate 0.81% among 360,000 | inhibition, % at 5 µM; in the data active = inhibition above about 38%;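 also: enzyme fragment complementation signal reports receptor beta-arrestin coupling in cells; 0% = agonist plus DMSO wells and 100% = wells without agonist; some results beyond the cut were filed as inactive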
Target sequence (P32249 whole entry, looked up, the tested form may be a part): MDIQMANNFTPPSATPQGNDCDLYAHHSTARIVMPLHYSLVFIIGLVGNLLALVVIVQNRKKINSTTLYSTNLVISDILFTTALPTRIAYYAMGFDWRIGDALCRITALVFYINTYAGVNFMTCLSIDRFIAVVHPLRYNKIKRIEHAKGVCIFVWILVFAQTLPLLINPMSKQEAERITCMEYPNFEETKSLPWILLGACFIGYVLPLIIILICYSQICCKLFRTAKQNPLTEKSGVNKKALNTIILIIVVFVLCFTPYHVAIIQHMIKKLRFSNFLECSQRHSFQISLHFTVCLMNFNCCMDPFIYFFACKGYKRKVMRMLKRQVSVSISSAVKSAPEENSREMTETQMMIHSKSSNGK
UBC13 inh – UBC13 polyubiquitin chain formation inhibitors, primary screen, biochemical, TR-FRET, uHTS. Ubiquitin-conjugating enzyme E2 N (Homo sapiens), P61088. AID 485273, 2010. inhibition, % at 20 µM. hit rate 0.47% among 330,000; in the data active = inhibition above about 45%, passing the limit was not always enough
Target sequence (P61088 whole entry, looked up): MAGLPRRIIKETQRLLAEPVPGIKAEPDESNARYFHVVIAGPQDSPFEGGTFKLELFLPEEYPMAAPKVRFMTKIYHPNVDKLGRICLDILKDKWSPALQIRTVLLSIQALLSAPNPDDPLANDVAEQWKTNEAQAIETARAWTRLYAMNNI
Active calls of the source: *; · = not tested or not shown.

No.	molecule	Gli-Sufu antag	697 NFkB inh	APJ antagonist	Jurkat NFkB inh	CCR6 antag	CXCR6 inh	EBI2 antag	UBC13 inh
1	Fc1cccc(Cl)c1/C=N/Nc1ccccn1	-21	-48	10	-33	0	-3	-9	16
2	O=C(NCc1ccncc1)C1CCCN1S(=O)(=O)c1ccc(Cl)cc1 (stereo not drawn)	17	9	9	5	-6	1	-9	0
3	CC(=O)Nc1ccc(NC(=S)NC(=O)C2CC2)cc1	-18	-3	-9	-3	4	3	-7	-2
4	COc1ccc(C(=O)CCc2ccc(OC)c(OC)c2)cc1	7	5	14	14	10	2	-1	6
5	COC(=O)Nc1nc(-c2ccc(F)cc2)c(C)s1	-27	-8	-12	-24	-7	1	8	-10
6	CC(=O)c1ccc(OCC(=O)NC2CCCCCC2)cc1	-4	-3	16	-6	-4	-3	6	14
7	CCC(=O)NC(=S)Nc1ccc(NC(=O)c2ccco2)c(Cl)c1	-9	-5	8	-8	4	-4	-3	19
8	O=C(CSc1nc2ccccc2c(=O)n1-c1ccccc1)N1CCCc2ccccc21	4	0	-1	-3	19	10	13	4
9	Cc1cc(C(=O)CSc2nnc(C3CC3)n2C2CC2)c(C)n1C(C)C	2	10	11	5	10	-6	-5	-7
10	CCCC(C(=O)NC1CCCC1)N(C(=O)Cn1nnc(-c2ccc(C)o2)n1)C1CCCC1 (stereo not drawn)	1	17	25	13	9	16	-6	1
11	COC(=O)c1nn(-c2cccc(Cl)c2)cc(OC)c1=O	1	3	10	-19	9	-1	-11	-6
12	Cc1csc(NC(=O)c2ccc(S(C)(=O)=O)cc2)n1	-18	-33	-4	-48	-9	-1	-2	-5
13	CCOc1ccc(-c2cc(C(=O)OC)nc3c2c(=O)n(C)c(=O)n3C)cc1	25	-5	-6	-2	15	0	0	27
14	COc1ccc(C2SCC(=O)N2c2ccc(F)cc2)cc1 (stereo not drawn)	4	-4	-6	-22	16	1	-1	2
15	CCc1oc(C(=O)O)cc1CN(CC)CC	4	5	-7	-10	5	-10	-11	1
16	Cc1nn(-c2ccccc2)c(Cl)c1C1C(C#N)=C(N)Oc2c1c(C)nn2-c1ccccc1 (stereo not drawn)	3	-13	-11	-8	-7	-8	-8	-29
17	COc1cc2nc(-c3ccccc3C)oc(=O)c2cc1OC	-8	-3	-14	-10	1	12	4	6
18	Cc1ccc(NCc2ccc([N+](=O)[O-])s2)cc1	-5	7	-33	5	25	13	4	-1
19	CCc1nc(SCC(=O)N2c3ccccc3Sc3ccccc32)c2ccccc2n1	12	19	1	-7	14	7	19	19
20	O=C(NCC(=O)N1CCCC(C(F)(F)F)C1)c1ccc(Oc2ccccc2)cc1 (stereo not drawn)	-2	-9	12	-3	-3	-6	2	-10
21	CC(C)Oc1ccc(NC(=O)c2ccncc2)cc1	9	2	-2	6	-5	-9	-1	-1
22	Cc1nc(SCC(=O)NC2CC2)c2c(C)c(C)sc2n1	24	5	-4	-9	6	6	4	0
23	O=C(N/N=C/c1c(Cl)nc2ccccn2c1=O)c1cccnc1	-1	5	-8	-6	3	-15	-13	-4
24	CCc1nccn1S(=O)(=O)c1ccc2ccc(C)cc2c1	-5	-1	-5	-14	10	4	4	-4
25	OCCNCc1cccc(-c2ccccc2)c1O	4	·	·	·	4	0	5	·
26	CCCC1CCC(C(=O)Nn2c(C)nc3ccccc3c2=O)CC1 (stereo not drawn)	-27	12	13	9	-8	-8	-8	3
27	CSc1nc2c(c(=O)[nH]1)C(c1ccccc1Cl)CC(=O)N2 (stereo not drawn)	6	22	0	4	6	0	-6	-1
28	CCn1c(CSc2ncccn2)nnc1SCC(=O)N1c2ccccc2CC1C (stereo not drawn)	2	17	1	2	-16	-5	-14	11
29	Cc1ccc(NC(=O)c2cncc(Br)c2)c(O)c1	-5	-61	8	-36	0	0	-2	2
30	Cc1ccc(S(=O)(=O)N(C)Cc2ccc(C(=O)N/N=C3\CCCC(=O)C3)cc2)cc1	4	-12	3	22	16	0	-5	1
31	CC1CCN(C(=O)CCN2C(=O)C3C4C=CC(C4)C3C2=O)CC1 (stereo not drawn)	22	8	-18	-2	15	-12	0	-1
32	Cc1nn(C)c(C(=O)Sc2cccc(Cl)c2)c1[N+](=O)[O-]	9	-18	18	9	35	35	15	-3
33	CC(=O)Nc1ccc(S(=O)(=O)NNc2ccc([N+](=O)[O-])cc2)cc1	-1	12	-32	5	-4	-10	0	-8
34	CCn1c(Cn2nnc(-c3ccccc3)n2)nnc1SCc1ccc(Cl)c(Cl)c1	-11	-43	9	1	-1	5	4	4
35	CC1(C)Cc2c(c(N3CCOCC3)nc3sc4c(NN)ncnc4c23)CS1	2	-18	60*	-5	56*	14	16	33
36	COc1ccccc1CCNC(C)CCc1ccc(O)cc1 (stereo not drawn)	17	1	-21	-11	-2	4	-3	0
37	Cc1ccc(N2C(=O)c3ccccc3C2=O)cc1C	-12	-42	10	-8	17	9	-7	-3
38	CN(C)c1nc(N)c(C#N)c(C#N)c1C#N	19	·	·	·	4	-1	-6	·
39	C=CC[C@@H](CC(=O)N[C@@H](CO)Cc1ccccc1)C(=O)N[C@H](COC(=O)[C@H](CC=C)CC(=O)OC(C)(C)C)Cc1ccccc1	-16	-3	9	-2	8	-10	27	-6
40	O=C(CSc1nc(-c2ccccc2)cc(=O)[nH]1)Nc1ccc(Br)cc1	15	0	3	1	11	6	-2	0
41	OCC1(Cc2cccc(Cl)c2)CCCN(Cc2cnn(-c3ccccc3)c2)C1 (stereo not drawn)	-11	-6	-23	10	21	4	1	27
42	CCN1C[C@@H]2[C@@H]3C(=O)N(C)C(=O)[C@@H]3[C@](Cc3ccccc3)(C(=O)OC)N2C1=NC1CCCCC1	-4	-9	·	·	13	7	3	·
43	C/C(=N/NC(=O)c1ccc(Br)o1)C(C)C	7	-6	-19	-10	-12	-1	-4	-1
44	CCCc1nc2oc3c(OC)ncnc3c2c2c1COC(C)(C)C2	-1	32	-4	4	1	-6	3	7
45	CCCCNCC(=O)Nc1sc(C)c(C)c1C(=O)OCC	2	21	6	6	9	4	-3	10
46	CCCOc1ccc(-c2nnn(CC(=O)c3c[nH]c4ccccc34)n2)cc1	-10	1	2	-8	-10	-1	-1	-2
47	C=CCN(Cc1ccco1)S(=O)(=O)c1ccc(Cl)cc1	-5	2	9	5	10	6	-13	-3
48	COc1cc(O)c(CCC(=O)c2ccc(OC)c(OC)c2)c(OC)c1	2	-30	5	-12	11	-3	-2	-7
49	Cc1cnn(Cc2cccnc2)c1N	-3	14	15	13	2	-2	-2	23
50	Cc1ccc(Nc2nc(=O)[nH]nc2C)cc1	9	18	-27	17	-7	0	1	14
51	CN(C(=S)NC(=O)c1ccccc1)c1c(N)n(Cc2ccccc2)c(=O)[nH]c1=O	6	3	1	6	-3	14	0	-2
52	O=C(CSc1ccccn1)Nc1ccc2ccccc2c1	·	-66	-1	-90	·	·	·	-6
53	O=C(NCCC(=O)N1CCC2(CC1)NCCc1[nH]cnc12)c1ccc(Br)cc1	7	5	6	-1	7	-5	-7	4
54	Cc1ccc(O)c(C2=Nc3ccccc3N=C(c3cccs3)C2)c1	-2	-2	1	12	9	-9	2	-7
55	Cc1ccc(NC(=O)CSc2nnc(-c3cccnc3)n2-c2ccc(C)cc2)cc1	19	8	10	0	5	17	-8	2
56	Cc1cccn2c(=O)c(/C=C(\C#N)C(N)=O)c(N3CCN(c4cccc(Cl)c4)CC3)nc12	3	-2	20	10	14	12	-9	1
57	CC(=O)c1cccc(NC(=O)c2cc(-c3ccc(C)cc3)on2)c1	-25	-18	-8	-94	-4	3	0	-17
58	Cc1ccc(NC(=O)CCN2CCN(C/C=C/c3ccccc3)CC2)cc1	-12	-17	-13	-18	-9	-2	-6	-10
59	c1nc(NCCN2CCOCC2)c2sc3nc(N4CCOCC4)c4c(c3c2n1)CCC4	-16	·	·	·	6	-9	5	·
60	CCCCc1nnc(NC(=O)c2ccccc2OCc2c(C)noc2C)s1	3	-10	-44	1	25	5	-2	2

Reprinted, nos. 53 to 55
No.	molecule	Gli-Sufu antag	697 NFkB inh	APJ antagonist	Jurkat NFkB inh	CCR6 antag	CXCR6 inh	EBI2 antag	UBC13 inh
53	O=C(NCCC(=O)N1CCC2(CC1)NCCc1[nH]cnc12)c1ccc(Br)cc1	7	5	6	-1	7	-5	-7	4
54	Cc1ccc(O)c(C2=Nc3ccccc3N=C(c3cccs3)C2)c1	-2	-2	1	12	9	-9	2	-7
55	Cc1ccc(NC(=O)CSc2nnc(-c3cccnc3)n2-c2ccc(C)cc2)cc1	19	8	10	0	5	17	-8	2

Other structures follow:
No.	molecule	Gli-Sufu antag	697 NFkB inh	APJ antagonist	Jurkat NFkB inh	CCR6 antag	CXCR6 inh	EBI2 antag	UBC13 inh
61	O=C1Nc2ccc(Br)cc2C1(O)Cc1ccccn1 (stereo not drawn)	4	18	-3	-15	0	0	7	-8
62	COc1ccc(C(=O)OCC(=O)N2CCc3ccccc32)cc1S(=O)(=O)N1CCOCC1	1	0	0	-2	5	0	-5	-9
63	Cc1ccc(S(=O)(=O)N2CCOCC2)cc1C(=O)NCc1cccnc1	4	11	12	-4	4	1	-9	0
64	COc1ccc(-c2nnc(NC(=O)c3ccccc3C)o2)cc1	-35	3	-5	-9	17	7	-9	-6
65	O=C(CCNC(=O)c1ccccc1Cl)Nc1nc(-c2ccc(F)cc2)cs1	-1	-3	-9	-11	8	-11	-15	14
66	COc1cc(C2CC(=O)Oc3c2c(=O)n(C)c2ccccc32)ccc1O (stereo not drawn)	0	21	-3	-4	7	-8	-7	1

Another view of some results above.
62: COc1ccc(C(=O)OCC(=O)N2CCc3ccccc32)cc1S(=O)(=O)N1CCOCC1
  Gli-Sufu antag: 1	697 NFkB inh: 0	APJ antagonist: 0	Jurkat NFkB inh: -2	CCR6 antag: 5	CXCR6 inh: 0	EBI2 antag: -5	UBC13 inh: -9
63: Cc1ccc(S(=O)(=O)N2CCOCC2)cc1C(=O)NCc1cccnc1
  Gli-Sufu antag: 4	697 NFkB inh: 11	APJ antagonist: 12	Jurkat NFkB inh: -4	CCR6 antag: 4	CXCR6 inh: 1	EBI2 antag: -9	UBC13 inh: 0
65: O=C(CCNC(=O)c1ccccc1Cl)Nc1nc(-c2ccc(F)cc2)cs1
  Gli-Sufu antag: -1	697 NFkB inh: -3	APJ antagonist: -9	Jurkat NFkB inh: -11	CCR6 antag: 8	CXCR6 inh: -11	EBI2 antag: -15	UBC13 inh: 14
64: COc1ccc(-c2nnc(NC(=O)c3ccccc3C)o2)cc1
  Gli-Sufu antag: -35	697 NFkB inh: 3	APJ antagonist: -5	Jurkat NFkB inh: -9	CCR6 antag: 17	CXCR6 inh: 7	EBI2 antag: -9	UBC13 inh: -6
